# Autophagy mod: autophagy modulation, high-content screen; MEF GFP-LC3 puncta imaging; test concentration mostly 10 µM; calls only at 10 µM (by protocol); hit rate 0.98% among 190,000;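 active = percentage of spot-positive cells more than 3 SD above its plate mean, without a fluorescence outlier flag or 80% toxicity; inconclusive = no clear call, values can overlap the other calls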;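 note: spot-positive cell cutoff set from DMSO-treated cells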
# CSM14.1 death rescue: rescue of cells from ER stress-induced death, primary screen, 384-well, CSM14.1, thapsigargin, ATP luminescence (AID 1222); CSM14.1 thapsigargin-induced death rescue, ATP luminescence; higher % means a stronger effect; cellular ATP content (survival), % at 20 µM; hits with a dose series show EC50 in µM; 190,000 tested, under 10 active;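 active = EC50 below 50 µM in the dose-response confirmation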;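 note: death triggered by thapsigargin at about 15 µM added after 2 h compound pretreatment; cell ATP read after overnight thapsigargin exposure of roughly 18 to 22 hours; normalized against plate controls of thapsigargin alone and 5% DMSO vehicle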
# Dynein transport: blocks dynein driven cargo transport along microtubules. z-score, hits read low. hit rate 0.47% among 220,000. 3617.4 mouse cells, GR-EGFP nuclear translocation imaging; test concentration mostly 20 µM; stimulated with dexamethasone, 1 µM; hits give low values;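 active = plate z-score of nuclear minus cytoplasmic receptor signal below a set negative limit, without overly bright fluorescence or cell loss, cut at about -3.5 in these data, passing the limit was not always enough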;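 note: z-score of nuclear minus cytoplasmic ring GR-EGFP intensity difference per well; some compounds called inactive have numbers as strong as hits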
#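 Medium: Induction medium lacking tetracycline, stripped serum | Probe or stimulus: 1.0 µM final dexamethasone stimulus | Schedule: 48 h induction, then 1 h compound, then 30 min agonist, 37 °C | Signal: Automated 10x imaging of fixed Hoechst-stained cells | Evaluation: Per-cell GR-EGFP intensity, nucleus versus surrounding cytoplasmic ring, well-averaged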
# P. falciparum M1AAP: malaria alanyl aminopeptidase activity blockers – biochemical, fluorogenic H-Leu-NHMec substrate, 1536-well (AID 1445); recombinant M1AAP, H-Leu-NHMec fluorogenic kinetic assay; higher % means a stronger effect; inhibition, % at 30 µM, or IC50 in µM where a hit was titrated; hit rate 0.42% among 220,000;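 active = primary inhibition above the hit cutoff, then over 50% inhibition at one or more dose response concentrations, cut at about 23% in these data, passing the limit was not always enough; inconclusive = conflicting primary data, or primary hits not chosen for dose response; inactive = low primary inhibition, or under 50% at every dose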;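 note: plate controls were DMSO full reaction for no effect and no enzyme background for full effect; strong numbers were not always called active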
# M17LAP inhibition: P. falciparum M17LAP inhibitors, primary screen, biochemical, fluorogenic H-Leu-NHMec substrate, 1536-well (AID 1619); recombinant M17LAP, H-Leu-NHMec fluorogenic kinetic assay; higher % means a stronger effect; inhibition, % at 30 µM, or IC50 in µM where a hit was titrated; hit rate 0.38% among 220,000;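 active = compound inhibiting the enzyme by more than half at any dose during confirmatory dose-response retesting; inconclusive = strong single-dose inhibitors picked by rank but not retested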;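 note: plate controls were full reaction with DMSO carrier for no effect and no enzyme background for full effect; strong numbers were not always called active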
# MT stabilize HCS: microtubule stabilizers in HeLa cells; HeLa tubulin immunostaining HCS, 24 h; share of cells brighter than vehicle mean+2SD; % tubulin-high responders, % at 10 µM; hit rate 0.83% among 200,000;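 active = plate Z-score above 3 for both tubulin-high and condensed-nucleus cell shares, with cell loss under 80%, at 10 µM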;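 note: anti alpha tubulin signal scored within the nucleus-defined area of each cell; some results filed as inactive read as strong as hits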
# Hep lipid drop: modulators of hepatic lipid droplet formation; AML12 mouse hepatocytes, oleate lipid droplets, BODIPY imaging; inhibition, % at 6.5 µM; hit rate 0.4% among 240,000;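 active = lipid droplet intensity inhibited by at least 50%, with more than 500 cells counted; inconclusive = wells with under 300 cells, treated as cytotoxic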
#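 System: AML12 hepatocytes (mouse). Probe or stimulus: oleic acid at 100 µM to induce lipid droplet formation. Times: overnight treatment with compound plus oleate. Detection: Image-based BODIPY and DAPI two-channel analysis. Evaluation: percent inhibition of filter-corrected integrated lipid droplet intensity per well.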
# Ins promoter up: MIN6 insulin promoter up-regulation; z-score at 5 µM; MIN6 insulin promoter-GFP reporter, high-content imaging; hits give high values; hit rate 0.3% among 190,000;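 active = z-score above 3 at 5 µM with at least 500 cells counted in the well; inconclusive = wells under 500 cells, flagged as cytotoxic or low count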
# Yfh1-depleted yeast: enhancers of respiration in Yfh1-depleted yeast, dose response, Friedreich's ataxia, plus single-dose screen (AID 1465); S. cerevisiae Yfh1-off respiration, WST-1 reduction, 72 h; higher fold induction means a stronger effect; fold induction at 50 µM, or EC50 in µM where a hit was titrated; hit rate 0.074% among 220,000;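 active = fold induction of absorbance versus untreated yeast above a set limit, then at least 30% activation at any dose in follow-up; inconclusive = repeats straddling the limit, or above it without dose testing; inactive = fold induction below the set limit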;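 note: activators that raise dye reduction in frataxin-depleted yeast; strong numbers were not always called active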
# Dynein transport cytoplasmic EGFP: recorded beside Dynein transport, whose call it bears; z-score; measured here: cytoplasmic GR-EGFP intensity; hits give high values
# Dynein transport nuclear GR-EGFP: second read-out of Dynein transport, no call of its own (marks repeat the call); z-score; measured here: nuclear GR-EGFP intensity;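 lower value marks the stronger effect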
# Dynein transport cell count: second read-out of Dynein transport, no call of its own (marks repeat the call); z-score; measured here: cell count per field
# Ins promoter up cell count: recorded beside Ins promoter up, whose call it bears; cell count; measured here: cytotoxicity, nuclei count;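 total cells summed across four imaged fields per well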
# Hep lipid drop cells 6.5 µM: further read-out of Hep lipid drop, marked with its call; cell count; measured here: cell count, cytotoxicity flag;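 cells counted across two imaged fields per well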
# MT stabilize HCS Hoechst-high %: recorded beside MT stabilize HCS, whose call it bears; % Hoechst-high responders; measured here: nuclear condensation Hoechst responders;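 share of cells brighter than vehicle mean plus two SD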
# MT stabilize HCS cytotoxicity %: also measured in MT stabilize HCS; calls as there; toxicity, %; measured here: cytotoxicity by cell density;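 0% = mean cell density of plate MIN control wells and 100% = no cells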
# Autophagy mod cell loss 18 h: also measured in Autophagy mod; calls as there; toxicity, %; measured here: cell loss, nuclei count;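 cell loss after 18 h compound exposure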
# Starred values were filed as active, the others as inactive; i = inactive; ? = inconclusive; · = not tested or not shown; + = active, no number.
# Results follow in this order: Autophagy mod	Autophagy mod cell loss 18 h	CSM14.1 death rescue	Dynein transport	Dynein transport cytoplasmic EGFP	Dynein transport nuclear GR-EGFP	Dynein transport cell count	P. falciparum M1AAP	M17LAP inhibition	MT stabilize HCS	MT stabilize HCS Hoechst-high %	MT stabilize HCS cytotoxicity %	Hep lipid drop	Hep lipid drop cells 6.5 µM	Ins promoter up	Ins promoter up cell count	Yfh1-depleted yeast
- CC1=CC2=NC(=O)/C(=C\c3ccc(-c4cccc(Cl)c4)o3)C(=N)N2O1
→ +	14.6*	-0.3%	7.94	2.81	6.75	-0.919	4.2%	2.5%	20.1*	46.7*	47.1*	-21.0	470	0.26	1358	i
- FC(F)Oc1ccccc1NC(=S)Nc1cccnc1
→ i	20.7	-3.2%	-0.599	-0.211	-0.364	0.663	4.6%	15.7%	1.5	3.0	5.4	6.6	676	1.55	1182	i
- COc1ccc(OC)c(CN(CCCN2CCOCC2)C(=O)Nc2ccccc2)c1
→ i	-6.1	-2.2%	0.883	-0.232	0.909	-0.699	0.7%	-3.9%	1.3	1.2	2.8	-5.7	742	·	·	i
- CCCCC(=O)Nc1ccc(C(=O)Nc2cccnc2)cc1
→ i	-2.5	-1.5%	2.87	-0.197	1.34	-1.01	8.9%	-0.2%	2.2	1.8	7.2	·	·	-0.17	903	i
- COc1ccc(N2CCN(C(=O)CCc3ccc(S(=O)(=O)NC(C)C)cc3)CC2)cc1
→ i	-0.5	0.6%	0.888	-0.236	0.439	-0.375	8.1%	15.6%	2.3	2.8	7.1	-6.1	700	0.36	1206	i
- NS(=O)(=O)c1cc2c(cc1Cl)NC(CSCc1ccccc1)=NS2(=O)=O
→ i	-2.9	-2.8%	1.16	0.294	0.99	-0.4	-6.9%	5.8%	2.7	3.0	2.2	-5.3	765	·	·	i
- N#CCCNC(=O)CCN1CCCCC1
→ i	2.8	-2.0%	0.161	0.0291	0.245	0.913	7.8%	-4.3%	1.9	1.6	5.2	3.2	729	-0.87	1013	i
- O=[N+]([O-])c1ccccc1S(=O)(=O)NCCc1ccncc1
→ i	11.3	-0.3%	-0.304	-0.127	-0.0915	0.0251	3.6%	0.7%	1.7	1.0	3.2	24.5	717	·	·	i
- N=c1c2c(-c3ccccc3)c(-c3ccccc3)n(Cc3ccco3)c2ncn1Cc1ccco1
→ +	-12.6*	-0.7%	-1.02	0.394	-0.0686	-2.47	?	4.3%	37.5	2.5	41.6	-25.8	558	-7.7	1073	i
- CCOC(=O)CC(NC(=O)CCc1c(C)nc2ncnn2c1C)c1ccc(C)cc1 (centres undefined)
→ i	14.4	1.9%	0.174	-0.164	0.421	0.527	0.4%	-1.9%	3.5	2.4	0.6	-2.9	677	-0.67	1444	i
- O=C(CCSCCc1ccccn1)Nc1c(F)c(F)c(F)c(F)c1F
→ i	-0.5	-3.1%	-0.308	-0.246	-0.0725	0.467	-1.8%	20.3%	1.4	2.0	5.9	-14.7	693	-0.51	1359	i
- CCOC(=O)C1CCN(S(=O)(=O)C(F)(F)c2nc3ccccc3s2)CC1
→ i	9.1	0.0%	0.908	-0.376	0.364	-0.294	15.5%	7.2%	5.0	1.7	7.8	·	·	-0.3	1270	i
- COc1cccc(-c2cn3nc4c(nc3n2)CCCC4)c1
→ i	-8.8	-5.8%	-0.48	-0.0874	0.0623	-0.312	-3.6%	12.6%	5.6	2.9	5.6	·	·	·	·	i
- CN(Cc1cc(=O)n2ccsc2n1)C1CCCCC1
→ i	-2.9	1.0%	1.27	-0.336	1.05	0.0302	11.4%	-0.8%	1.6	2.1	7.5	-0.3	678	-0.63	1626	i
- O=C(CC(C(=O)O)C1CCCO1)NCc1ccccc1 (centres undefined)
→ i	10.1	-3.8%	-0.751	-0.29	0.222	0.178	4.2%	5.1%	2.0	2.1	5.4	-1.0	744	-0.01	1235	i
- CC(C)c1onc(C(=O)NCCc2ccccc2)c1[N+](=O)[O-]
→ i	24.1	-8.3%	1.16	-0.106	1.08	-1.6	6.6%	-2.2%	2.2	1.3	0.7	-1.3	688	·	·	i
- CCOC(=O)CCC(=O)N1CCOCCOCCN(C(=O)CCC(=O)OCC)CCOCCOCC1
→ i	6.7	5.6%	0.815	-0.205	0.244	-0.0987	8.9%	2.5%	5.2	2.4	2.6	-2.3	829	·	·	i
- O=C(Nc1cccc2ccccc12)NC1Cc2ccccc2C1
→ ·	·	·	1.37	-0.178	1.21	-0.894	4.3%	-2.6%	·	·	·	-13.3	619	0.65	1029	i
- CCOC(=O)C(NC(C)=O)C(=O)Nc1ccc(C(C)(C)C)cc1 (centres undefined)
→ i	-1.1	-1.5%	-0.369	-0.387	-0.207	-0.178	0.7%	0.0%	4.3	1.9	7.6	3.9	698	0.07	1506	i
- O=C1/C(=C\c2cccnc2)CCc2ccccc21
→ i	8.9	-2.0%	-2.28	-0.111	-0.582	0.89	8.8%	3.2%	3.9	1.7	3.9	·	·	0.1	1504	·
- Cc1ccc(NC(=O)C2C3/C=C\CCCCC32)cc1C (centres undefined)
→ i	10.7	-0.6%	1.4	-0.182	1.41	-0.386	10.2%	14.4%	2.5	2.3	11.3	·	·	0.14	1198	i
- COc1ccc2cc3cc(C(=O)NCc4cccs4)oc3nc2c1
→ i	2.7	1.1%	-0.563	-0.205	0.304	0.627	7.8%	-23.0%	2.3	1.3	2.8	8.0	769	0.99	923	i
- Cc1ccc(S(=O)(=O)n2c3ccc(Cl)cc3c3nc(C)sc32)cc1
→ i	-5.2	-1.8%	0.308	-0.133	0.278	0.548	1.2%	11.3%	1.4	2.5	12.4	-30.3	580	-1.06	1371	i
- CC(C)c1ccc(NS(=O)(=O)c2ccc(N3C(=O)CCC3=O)cc2)cc1
→ ·	·	·	-1.1	-0.293	-0.507	0.928	-1.7%	-8.6%	·	·	·	-3.2	704	0.35	1289	i
- O=C(NCCc1ccccc1)C(=O)Nc1ccc([N+](=O)[O-])cc1
→ i	16.1	1.2%	0.381	-0.411	-0.462	1.05	-1.7%	8.1%	3.6	2.4	5.0	-5.6	655	-0.16	1457	i
- c1ccc(-n2nnnc2NCCCN2CCOCC2)cc1
→ i	2.8	-4.2%	-0.599	-0.312	-0.302	1.01	-6.0%	-9.2%	1.1	1.1	3.8	-3.0	798	0.26	1031	i
- CC(Oc1ccc(C(=O)NCCc2ccccc2)cc1)C(=O)O (centres undefined)
→ i	2.9	-2.6%	1.95	-0.187	1.5	-0.432	-5.5%	-2.9%	2.0	1.8	7.5	-3.4	748	0.01	791	i
- Cc1ccc(CN2CCN(c3ncccn3)CC2)o1
→ i	-6.8	-0.6%	-0.519	-0.345	-0.0879	0.699	10.9%	12.0%	1.7	0.9	5.7	7.2	756	-0.01	918	i
- CCCC1(c2ccccc2)NC(=O)N(CC(=O)Nc2sc(-c3ccccc3)cc2C(=O)OCC)C1=O (centres undefined)
→ i	5.7	1.8%	-0.249	-0.326	0.162	0.35	-3.1%	-2.8%	3.7	4.7	13.6	14.7	814	1.35	787	i
- COCC(C)n1c(C)cc(C(=O)CSc2ccc(NC(C)=O)cc2)c1C (centres undefined)
→ i	-2.3	0.5%	2.44	-0.0616	1.85	-1.99	10.0%	11.2%	1.1	1.2	7.6	21.9	694	·	·	i
- Cc1cc(C)cc(OCC(=O)NCc2nc(-c3ccccc3)no2)c1
→ i	11.3	3.0%	-0.299	-0.25	0.0639	0.729	7.6%	2.5%	2.7	2.6	7.5	5.4	761	0.7	1083	i
- Cc1sc2nc(CSCC(=O)NC(C)(C)C)[nH]c(=O)c2c1C
→ i	16.7	-0.5%	-1.09	-0.209	-0.669	0.506	4.7%	33.0%	2.3	2.2	4.9	2.1	669	0.57	1127	i
- CC(C)[C@H](NC(=O)c1ccco1)C(=O)OCC(=O)N(C)c1ccccc1
→ ·	·	·	-0.915	-0.26	-0.3	0.676	1.4%	-2.2%	·	·	·	-9.0	711	-0.18	1274	i
- N#CCCN(Cc1ccccc1)C(=S)Nc1ccccc1
→ i	2.2	0.2%	-0.00886	-0.312	-0.435	0.65	7.0%	-9.2%	3.1	2.9	4.7	-6.3	618	-0.87	1254	i
- COc1ccc(NC(=O)c2nc(-n3nc(C)cc3C)ccc2Cl)cc1Cl
→ i	-0.8	-2.8%	0.627	-0.2	1.25	-0.696	3.4%	-8.7%	4.7	3.7	4.4	-10.0	698	-0.03	1267	i
- CN(Cc1ccccc1)c1ccc(S(=O)(=O)N2CCC(C(=O)O)CC2)cc1[N+](=O)[O-]
→ i	-0.3	0.5%	1.38	-0.187	0.711	-2.33	1.4%	-0.5%	2.4	1.7	3.2	-6.8	706	0.85	1228	i
- Cc1cc(NC(=O)/C=C/C(=O)N(CC(=O)NC2CCCC2)c2ccc(F)cc2)no1
→ i	14.0	0.2%	-0.832	-0.237	-0.298	0.527	0.9%	1.6%	4.1	3.3	4.4	1.7	673	-1.04	1647	i

# Screens from PubChem.
